miR-122 sensor = inhibitors of miR-122 in Huh7 cells. Huh7 miR-122 Renilla luciferase sensor, 48 h; neutral wells = 0, positive control = 100. activation (reporter increase), % at 12.5 µM. actives 0.3% (n = 340,000). AID 602342;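 active = mean replicate activation score at least 90 and every replicate individually at or above 90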;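 note: higher luciferase means less miR-122 activity so hits act as miR-122 inhibitors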
Active calls of the source: *. These rows are one share of the data. The share of hits here may be higher or lower than overall.

SMILES	miR-122 sensor
O=C(CS(=O)CC(=O)Nc1ccc(Cl)cc1)NCC1OCCc2ccccc21 (configuration not stated)	-2
COc1ccc(NC(=O)c2ccc3c(=O)n(Cc4ccco4)c(=S)[nH]c3c2)c(OC)c1	-5
CCN1CNC(=S)N(c2cccc(C)c2C)C1	-2
Cc1ccc(NC(=O)CSC2=C(C#N)C(c3ccco3)C3=C(CC(C)(C)CC3=O)N2)cc1 (configuration not stated)	2
COc1cccc(C2NC(=O)NC(C)=C2C(=O)Nc2cccc(C)c2C)c1 (configuration not stated)	-2
O=C(c1ccc(F)cc1)c1ccc(N2CCCC2)cc1	3
O=C1C(=O)N(CCO)C(c2cccc(F)c2)/C1=C(\O)c1ccc(Cl)cc1 (configuration not stated)	1
COc1ccc(Br)cc1CNCCSc1nnnn1C	-1
C/C(CC(=O)NC1CCCC1)=N\NC(=O)Cc1csc(N)n1	1
COC(=O)C1=C(C)N(Cc2ccccc2)C(=NCc2cc(OC)c(OC)c(OC)c2)N[C@H]1c1cccc(F)c1	-6
CCC(=O)Nc1cccc(-c2cn3ccsc3n2)c1	-2
Cc1cc(C)cc(N2CCCn3c2nc2c3c(=O)[nH]c(=O)n2C)c1	1

As a working copy, 8 of the compounds above:
SMILES	miR-122 sensor
O=C(CS(=O)CC(=O)Nc1ccc(Cl)cc1)NCC1OCCc2ccccc21 (configuration not stated)	-2
COc1ccc(NC(=O)c2ccc3c(=O)n(Cc4ccco4)c(=S)[nH]c3c2)c(OC)c1	-5
CCN1CNC(=S)N(c2cccc(C)c2C)C1	-2
Cc1ccc(NC(=O)CSC2=C(C#N)C(c3ccco3)C3=C(CC(C)(C)CC3=O)N2)cc1 (configuration not stated)	2
COc1cccc(C2NC(=O)NC(C)=C2C(=O)Nc2cccc(C)c2C)c1 (configuration not stated)	-2
O=C(c1ccc(F)cc1)c1ccc(N2CCCC2)cc1	3
O=C1C(=O)N(CCO)C(c2cccc(F)c2)/C1=C(\O)c1ccc(Cl)cc1 (configuration not stated)	1
COc1ccc(Br)cc1CNCCSc1nnnn1C	-1

Other entries follow.
SMILES	miR-122 sensor
c1ccc(-c2nc3ccccn3c2NCc2ccc3c(c2)OCO3)cc1	7
COc1ccccc1OCC(=O)Nc1cccc(N(C)S(C)(=O)=O)c1	4
COc1cccc2cc(C(=O)Nc3cccnc3N3CCOCC3)c(=O)oc12	-3
CCSc1nnc([C@H](C)NC(=O)OC(C)(C)C)o1	-5
CCN(CC)c1ccc(NC(=O)c2cccnc2)cc1	-7
O=C(COc1ccccc1Br)NCc1ccccn1	0
CC(C)OC(=O)/C(=C\C=C\c1ccccc1)NC(=O)c1ccccc1	2
CS/C(N)=N/N=C/c1ccc([N+](=O)[O-])cc1	-17
N#Cc1ccc(CSc2nnc(COc3ccccc3)n2-c2ccccc2)cc1	1
CCN1C(=O)c2cccc3c(S(=O)(=O)Nc4ccccn4)ccc1c23	27
Cc1ccc(/C=N/NC(=O)c2cccs2)cc1[N+](=O)[O-]	0
O=C(Cn1nc(Cl)nc1Cl)c1cc2ccccc2oc1=O	-8
CC(C)COc1ccc(-c2nnc(-c3ccco3)o2)cc1	-2
CCCCNC(=O)Nc1cc(C(=O)OC)ccc1C	1
COc1ccc(CCn2c(N)c(C#N)c3nc4ccccc4nc32)cc1OC	4
CCOC(=O)c1nnn(-c2nonc2N)c1COc1ccc(F)cc1	-2
CCN1CC=C2C(C#N)=C(N)C(C#N)(C#N)[C@H](c3cccc(OC)c3OC)[C@H]2C1	0
Cc1ccc(C2=NN(S(C)(=O)=O)C(c3cccs3)C2)cc1 (configuration not stated)	22
COc1ccc2c(c1)C(=O)[C@@H](O)[C@H](c1ccc(OC)c(Br)c1)O2	5
CC(=O)Nc1ccc(C(=O)CSc2nc3ccc(C)cc3[nH]2)cc1	21
CCOC(=O)N1CCN(C(=O)CC(C(=O)N2CCc3ccccc32)n2ccnc2)CC1 (configuration not stated)	4
COc1ccc2c(c1)c(N=O)c(O)n2C	-5
O=C(CN1C(=O)c2cccc3cccc1c23)Nc1ccc2c(c1)OCO2	3
CCOC(=O)c1cc(CC)sc1NC(=O)COC	-1
COc1ccc(S(=O)(=O)N2CCC(C(=O)NCc3ccccn3)CC2)cc1OC	-1
O=C(CN1CCN(c2ccc(Cl)cc2)CC1)N1CCCC1	-2
O=C(Cc1cccc2ccccc12)N1CCCc2ccccc21	-1
O=C(Cn1c(=O)n(Cc2ccco2)c(=O)c2c3c(sc21)CCCC3)Nc1ccccc1	6
CCC(COC(=O)Nc1cccc(C)c1C)NC(=O)OCC(C)C (configuration not stated)	0
CCOC(=O)CN1C(=O)N[C@@H](c2ccccc2)C(C(=O)OC)=C1C	-3
COc1ccc(NC(=O)CSc2nc3c(cc2C#N)CN(C)CC3)cc1	0
CCOC(=O)c1[nH]c(C)c(CCC(=O)OC)c1C	3
COc1cc([C@H]2[C@@H]3CCCC[C@]3(O)CCN2CC(=O)Nc2ccc(C)cc2)ccc1O	-7
COC(=O)CSc1nnc(-c2ccco2)o1	-6
O=C(NCc1nc2ccccc2[nH]1)c1cccc(S(=O)(=O)N2CCCC2)c1	-9
O=C(CCCSc1nc2ccccc2s1)NC1=NCCS1	9
O=C(c1ccccc1)c1ccc(OC(=O)N2CCOCC2)cc1	-1
O=C(NNC(=O)c1cc2cc3ccccc3nc2s1)c1ccc(F)cc1	-1
Cc1ccc(C2C3=C(CC(C)(C)CC3=O)N(CCN3CCOCC3)C3=C2C(=O)CC(C)(C)C3)cc1	0
CC(=O)N=c1c(C#N)cc2c(=O)n3ccccc3nc2n1Cc1ccccc1	-5
CCOC(=O)c1c(N)sc2c1C1CCN2CC1	1
Cc1ccc(NC(=O)CN(C)c2ccc(S(=O)(=O)N3CCN(C)CC3)cn2)cc1	3
CC(C)CSc1ncnc2c1oc1nc3c(cc12)COC(C)(C)C3	-5
CSCCc1nc(SCC(=O)Nc2nnc(C)s2)[nH]c1C	-2
O=C(CSc1nc2ccccc2[nH]1)c1ccc2c(c1)OCO2	-4
COc1ccc2cc(CN(C(=O)Nc3ccccc3OC)C3CCCC3)c(=O)[nH]c2c1	-2
O=C(CSc1nnc(-c2cccnc2)n1CCc1ccccc1)N1CCCCC1	-12
CC1(C)S[C@@H]2[C@H](NC(=O)C(C(=O)O)c3ccccc3)C(=O)N2[C@H]1C(=O)O (some centres not stated)	-9
COc1ccccc1C(=O)OCC(=O)Nc1ccc(OC(F)F)cc1	-3
COCC(=O)N/N=C(\C)CC(=O)Nc1ccccc1C(N)=O	6
O=C(O)CCN1CCc2ccccc21	1
Cc1ccc2nsnc2c1NC(=O)c1ccc(-c2cc(Cl)ccc2Cl)o1	-5
CCCCC1(C)NC(=O)c2c(C)sc(C(=O)OCC)c2N1 (configuration not stated)	-1
CCOC(=O)N1CCN(C(=O)CNCc2cccs2)CC1	4
CCCn1c(=O)c2c(c3ccccc31)OCC(=O)N2	0
Cc1ccc(-n2c(=O)[nH]cc(C(=O)N3CCc4ccccc43)c2=O)cc1	-13
O=C(Nc1nccs1)c1cccc(NC(=O)c2ccco2)c1	-5
CCc1ccc2c(CN3CCc4ccccc43)cc(=O)oc2c1	-1
CC1CCc2c(sc3c2C2=NS(=O)(=O)CCN2C=N3)C1 (configuration not stated)	5
CC(NC(=O)Nc1ccccc1)c1ccccc1 (configuration not stated)	0
The list goes on.
SMILES	miR-122 sensor
COc1cc(C(=O)Nc2ccccc2-c2nnn(CC(N)=O)n2)cc(OC)c1OC	-3
Cc1nn(Cc2ccccc2)c(C)c1NC(=O)c1noc2c1CCc1ccccc1-2	-2
Cc1noc(C)c1C(=O)Nc1ccccc1-c1ccccc1	-2
CC(NC(=O)C1CCN(S(=O)(=O)N2CCCCCC2)CC1)c1ccccc1 (configuration not stated)	-3
CCOc1ccccc1N1CN(CC)CNC1=S	1
Cc1ncoc1C(=O)Nc1ccccc1-c1ccccc1	-5
CCOC(=O)c1cc(-c2ccc(N)cc2)sc1N	-3
CNC(=O)c1sc(SC)cc1-c1ccc(Cl)cc1	-1
COc1ccc(C(=O)Nc2cccnc2)cc1C(=O)Nc1cccnc1	-1
CC(=O)O[C@H]1[C@H](O)[C@H](Oc2c(O)c(C)c3c4c2[C@@H](C)CC[C@@H]4[C@@H](C)C[C@H]3C=C(C)C)O[C@@H](C)[C@H]1O	2
COc1ccc2c(=O)c3c(=O)n(Cc4ccco4)c(-c4ccco4)nc3oc2c1	-5
Cn1cc(CNC(=O)Nc2ccc3c(c2)OCO3)cn1	-1

Of the compounds above, 9 contain a furan ring, fused or not:
SMILES	miR-122 sensor
COc1ccc(NC(=O)c2ccc3c(=O)n(Cc4ccco4)c(=S)[nH]c3c2)c(OC)c1	-5
Cc1ccc(NC(=O)CSC2=C(C#N)C(c3ccco3)C3=C(CC(C)(C)CC3=O)N2)cc1 (configuration not stated)	2
CC(C)COc1ccc(-c2nnc(-c3ccco3)o2)cc1	-2
O=C(Cn1c(=O)n(Cc2ccco2)c(=O)c2c3c(sc21)CCCC3)Nc1ccccc1	6
COC(=O)CSc1nnc(-c2ccco2)o1	-6
CC(C)CSc1ncnc2c1oc1nc3c(cc12)COC(C)(C)C3	-5
Cc1ccc2nsnc2c1NC(=O)c1ccc(-c2cc(Cl)ccc2Cl)o1	-5
O=C(Nc1nccs1)c1cccc(NC(=O)c2ccco2)c1	-5
COc1ccc2c(=O)c3c(=O)n(Cc4ccco4)c(-c4ccco4)nc3oc2c1	-5

8 compounds drawn at random from the list so far:
SMILES	miR-122 sensor
CCOC(=O)c1cc(-c2ccc(N)cc2)sc1N	-3
COc1ccc2c(=O)c3c(=O)n(Cc4ccco4)c(-c4ccco4)nc3oc2c1	-5
COc1cc(C(=O)Nc2ccccc2-c2nnn(CC(N)=O)n2)cc(OC)c1OC	-3
CNC(=O)c1sc(SC)cc1-c1ccc(Cl)cc1	-1
CC(NC(=O)C1CCN(S(=O)(=O)N2CCCCCC2)CC1)c1ccccc1 (configuration not stated)	-3
Cc1ncoc1C(=O)Nc1ccccc1-c1ccccc1	-5
Cc1noc(C)c1C(=O)Nc1ccccc1-c1ccccc1	-2
COc1ccc(C(=O)Nc2cccnc2)cc1C(=O)Nc1cccnc1	-1

Continuation:
SMILES	miR-122 sensor
C/C(=N\NC(=O)CSCc1ccccc1Cl)c1cccc(NC(=O)c2ccccc2)c1	6
COC(=O)/C=C(\C)NC(=O)c1ccccc1Cl	-1
COc1cc(S(=O)(=O)NC2CCCCC2)ccc1F	62
O=C(Nc1ccc2oc(-c3ccccc3F)nc2c1)c1cncc(Br)c1	-9
CCOC(=O)c1c(C)[nH]c(C(=O)/C(C#N)=C/c2ccc(OCC)cc2)c1C	-1
COC(=O)c1ccccc1NC(=O)CN1C(=O)CSC1=O	1
Cc1cc(C)nc(NC2=NCC(=O)N2c2ccc(Cl)cc2)n1	-1
COCCSc1nc2sc3c(c2c(=O)n1-c1ccccc1)CCN(C)C3	-20
Cc1nc(Oc2cccc(Cl)c2)c2oc3ccccc3c2n1	3
COc1ccc2cc3cc(C(=O)N4CCN(C5CCCCC5)CC4)oc3nc2c1	3
CC1(C)CC(=O)C2=C(C1)Nc1ccccc1NC2c1ccccn1 (configuration not stated)	-10
COc1ccc(CCNC(=O)C2CCN(c3nn4c(=O)cc(C)nc4s3)CC2)cc1OC	-12
COc1ccc(Oc2nnc(C)c3ccccc23)cc1	-3
O=C(NCc1ccccc1)N[C@@H](Cc1ccccc1)C(=O)O	-2
Cc1nnc(SCC(=O)Nc2sc3c(c2C(=O)c2ccccc2)CCCC3)s1	-3
COc1cc(-c2nn3c(Cc4ccccc4)nnc3s2)cc(OC)c1OC	3
COc1ccc(OCCn2cncn2)cc1	10
CC1CCN(C(=O)COC(=O)[C@H](C)NS(=O)(=O)/C=C/c2ccccc2)CC1	-2
O/N=C1\CCCC\C1=C/c1ccccc1	0
CCOC(=O)N1CCOCCOCCN(C(=O)OCC)CCOCC1	3
COC(=O)c1ccccc1NC(=O)C(C)NS(=O)(=O)c1ccc(OC)cc1 (configuration not stated)	4
CC(=O)NCCN=C(C)c1sc2ccccc2c1O	6
CCNc1nc(NCc2ccccc2)nc(Oc2ccc(=O)[nH]n2)n1	-2
Cc1nc(CNS(=O)(=O)c2cccc(F)c2)cs1	0
COc1ccccc1-c1coc2cc(O)cc(O)c2c1=O	-2
CCc1sc(N2C(=O)C3C4CCC(C4=C(C)C)C3C2=O)nc1-c1ccccc1 (configuration not stated)	-7
Cc1ccc(C(c2nnnn2C2CCCC2)N2CCc3ccccc32)cc1 (configuration not stated)	2
COc1ccc(Br)cc1C(=O)Nc1cccc(NC(=O)c2ccco2)c1	-5
Cc1nc(NS(=O)(=O)c2ccccc2)sc1NC(=O)OC(C)C	4
CCn1c(COc2cccc(C)c2)nc2ccccc21	0
COc1cc(-c2nnc(Sc3ccc(C(F)(F)F)cc3[N+](=O)[O-])o2)cc(OC)c1OC	1

Screening results: PubChem, Broad Institute
